# FUS yeast rescue – qHTS for Suppressors of FUS Proteinopathy: Primary screen using FUS-linked yeast assay; S. cerevisiae FUS-expressing, growth rescue, OD600, 24 h; actives 0.24% (n = 390,000); Potency, µM (series often up to 76.6 µM), inactives show at the highest dose growth rescue (activation), most hits filed as activators;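 also: plate controls were DMSO vehicle for no effect and reference control for full effect; nearly all actives have a fitted effect of over 55% in size; some results filed as inactive show a strong effect at the top dose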
#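 Compound concentration series was pinned onto galactose-induced FUS-expressing yeast seeded at OD 0.005. Plates sat 24hr at 30C; absorbance at 600 nm gave growth. DMSO served as background control.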
# EPAC2 agonist – qHTS for Agonist of cAMP-regulated guanine nucleotide exchange factor 4 (EPAC2): primary screen. EPAC2 activation, biochemical qHTS; response scale: 100% = 6.5 mM cAMP response. Potency, µM (top dose mostly 154 µM), for inactives: at the highest dose activation, usual class: activators. actives 0.079% (n = 360,000); also: nearly all actives have a fitted effect of over 50% in size
# Target sequence (Q8WZA2 whole entry, looked up): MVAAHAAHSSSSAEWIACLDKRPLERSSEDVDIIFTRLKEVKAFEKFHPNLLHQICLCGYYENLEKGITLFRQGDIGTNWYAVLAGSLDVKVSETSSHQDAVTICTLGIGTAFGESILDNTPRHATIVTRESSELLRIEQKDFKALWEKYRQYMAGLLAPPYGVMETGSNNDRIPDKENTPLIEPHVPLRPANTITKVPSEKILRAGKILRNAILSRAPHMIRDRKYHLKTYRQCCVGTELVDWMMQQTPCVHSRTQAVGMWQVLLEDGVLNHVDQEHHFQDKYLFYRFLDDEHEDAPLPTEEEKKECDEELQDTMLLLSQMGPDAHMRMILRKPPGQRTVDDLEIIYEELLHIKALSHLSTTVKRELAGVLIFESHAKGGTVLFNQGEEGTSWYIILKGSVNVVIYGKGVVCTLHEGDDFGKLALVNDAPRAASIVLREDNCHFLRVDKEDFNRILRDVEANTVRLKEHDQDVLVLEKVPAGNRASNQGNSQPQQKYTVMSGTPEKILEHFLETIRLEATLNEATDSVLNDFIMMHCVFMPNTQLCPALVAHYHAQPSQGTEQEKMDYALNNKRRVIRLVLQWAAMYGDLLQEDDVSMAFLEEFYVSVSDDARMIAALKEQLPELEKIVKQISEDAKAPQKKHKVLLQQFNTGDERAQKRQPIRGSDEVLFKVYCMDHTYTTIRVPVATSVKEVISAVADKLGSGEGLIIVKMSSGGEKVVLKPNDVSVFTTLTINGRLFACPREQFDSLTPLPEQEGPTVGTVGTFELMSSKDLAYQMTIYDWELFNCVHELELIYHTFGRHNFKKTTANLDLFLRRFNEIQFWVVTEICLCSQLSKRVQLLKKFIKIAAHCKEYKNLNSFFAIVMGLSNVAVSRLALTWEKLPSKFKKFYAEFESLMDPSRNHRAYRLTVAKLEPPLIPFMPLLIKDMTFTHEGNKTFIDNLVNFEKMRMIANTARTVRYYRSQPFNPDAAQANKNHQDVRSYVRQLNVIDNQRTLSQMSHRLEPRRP
#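 Compounds were added across a concentration range to EPAC2 (100 nM), RAP1B-BODIPY-GDP (250 nM) and GDP (50 uM). After 5 min at room temperature, fluorescence was recorded at 5-min intervals for 30 min.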
# TDP43 rescue – qHTS of TDP-43 Inhibitors. TDP-43 expressing yeast growth rescue, BacTiter-Glo, 24 h. Potency, µM (highest dose often 46.1 µM), without a hit: at the top dose growth rescue (activation), usual class: activators. actives 1.8% (n = 410,000). AID 652104, 2013; also: % of control where 0% means no effect; nearly all actives have a fitted effect of over 50% in size
#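 Cell-based yeast growth screen: TDP-43 expression induced in galactose, inoculum OD600=0.02 after raffinose pregrowth to mid-log. Read-out BacTiter-Glo luminescence at 24 hr, 30 deg C; inhibition of toxicity seen as signal increase.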
# aSyn rescue – qHTS of alpha-syn Inhibitors | Yeast expressing alpha-synuclein, growth rescue, BacTiter-Glo, 24 h | Potency, µM (series often up to 46.1 µM), for inactives: at the highest dose growth rescue (activation), hits mostly activators | actives 0.14% (n = 370,000); also: % of control where 0% means no effect; nearly all actives have a fitted effect of over 65% in size
#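 Readout is rescue of growth in alpha-synuclein-expressing yeast, so inhibitors of toxicity appear as activators. Growth after 24 hr at 30 deg C in galactose medium is quantified by luminescence.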
# EPAC2 antagonist – qHTS for Antagonist of cAMP-regulated guanine nucleotide exchange factor 2 (EPAC2): primary screen; Rap guanine nucleotide exchange factor 4 (Homo sapiens), Q8WZA2; EPAC2 GEF exchange of Rap1B-BODIPY-GDP, fluorescence; Potency, µM (top dose mostly 114 µM), for the others: at the top dose activity, negative = inhibition, actives largely listed as inhibitors; actives 0.18% (n = 360,000); AID 720708, 2013; also: % is scaled to controls: 0 for no effect and ±100 for the full control effect; nearly all actives have a fitted effect of over 45% in size; many of its hits are not listed in these tables
# EPAC1 antagonist – qHTS for Antagonist of cAMP-regulated guanine nucleotide exchange factor 3 (EPAC1): primary screen. Rap guanine nucleotide exchange factor 3 (Homo sapiens), O95398. EPAC1 GEF assay, Rap1b-BODIPY-GDP exchange fluorescence. Potency, µM (titrated, usually from 115 µM), inactives show top-dose activity change, negative = inhibition, hits mostly inhibitors. actives 0.14% (n = 360,000). AID 720709, 2013;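 also: plate controls were vehicle for no effect and positive control for full effect; nearly all actives have a fitted effect of over 50% in size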
# EPAC1 agonist – qHTS for Agonist of cAMP-regulated guanine nucleotide exchange factor 3 (EPAC1): primary screen. Rap guanine nucleotide exchange factor 3 (Homo sapiens), O95398. EPAC1 agonist qHTS, biochemical assay; response scale: 100% = response to 6.5 mM cAMP. Potency, µM (doses to about 154 µM), for inactives: top-dose activation, most hits filed as activators. actives 0.073% (n = 360,000); also: nearly all actives have a fitted effect of over 60% in size
#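 Compounds were pinned as a concentration titration into mixtures of EPAC1 (100 nM), BODIPY-GDP-loaded Rap1B (250 nM) and GDP (50 uM). After 5 min at room temperature, fluorescence was followed for 30 min; activity was scaled to 6.5 mM cAMP.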
# PTHR1 agonist – qHTS for PTHR1 Agonists: Primary Screen. HEK293 GP2 PTHR1 cells, GloSensor cAMP luminescence, 1 h. Potency, µM (doses to about 115 µM), without a hit: at the top dose activation, hits mostly activators. actives 0.075% (n = 410,000). AID 743266, 2014; also: nearly all actives have a fitted effect of over 55% in size; some results filed as inactive show a strong effect at the top dose; inactives centre near -15; many of its hits are not listed in these tables
#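 HEK-293-derived GP2 cells expressing PTHR1 and a GloSensor cAMP reporter, 3,000/well, plated overnight, given luciferin plus IBMX (each 0.5 mM as added) for 1 h at 37 °C, then compound for 1 h at 37 °C. Luminescence was read after 15 min at room temperature.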
# * = called active by the depositor; i = inactive; ? = inconclusive; · = not tested or not shown; [ ] = another dose, or the depositor's remark. Calls follow the shape of the dose curve; as a rule, active = well fitted curve in the direction sought with a large enough effect; inconclusive = small, poorly fitted or top-dose-only effect, or another doubt; inactive = no such curve, though single readings can be large; an effect the other way counts as inactive or inconclusive. Potency is read from the fitted curve at half-maximal effect. These rows are one share of the data, so the mix of outcomes need not match the whole.
SMILES,FUS yeast rescue,EPAC2 agonist,TDP43 rescue,aSyn rescue,EPAC2 antagonist,EPAC1 antagonist,EPAC1 agonist,PTHR1 agonist
CC(/C=C/C1(O)C(C)CC(O)CC1(C)C)OC1OC(CO)C(O)C(O)C1O (centres undefined),-22%,10%,14%,1%,-14%,-12%,-4%,-8%
O=C(CN1C(=O)NC2(CCCC2)C1=O)Nc1ccccc1F,7%,4%,-19%,-10%,-4%,7%,7%,-3%[57.5 µM]
COc1ccc(CNS(=O)(=O)NCc2ccc(OC)c(OC)c2)cc1OC,24%,1%,-9%[0.397 µM],1%,5%,-17%,-11%,-27%
CC1=NN(/C(=N\c2nnc(C)s2)Nc2ccc(C)cc2)[C@H](c2ccc(C)cc2)S1,13%,2%,13µM*,5%,0%,4%,3%,-24%[57.5 µM]
O=C(NN=C1CCCCCCCCCCC1)c1ccncc1,-13%,3%,-14%,-5%,-10%,27%,-8%,i
O=S(=O)(NCc1ccccc1)c1cccs1,·,-2%,0%,9%,0%,8%,-10%,i
COc1ccc(N2C[C@H](CSC)[C@@H](CC(=O)Nc3ccc(Br)cc3)C2=O)cc1,22%,11%,24%,15%,-18%,-9%,-12%,-69%[inhibitor]
Cc1sc2nc(SCC(=O)N(CCO)CCO)nc(N)c2c1C,6%,2%,1%,2%,6%,-5%,7%,i
CON(C)C(=O)/C=C/CCCCNC(=O)OC(C)(C)C,-5%,7%,4%,-4%,7%,4%,2%,i
CCC(=O)N(CCN1CCOCC1)Cc1cc2cc3c(cc2nc1Cl)OCO3,13%,15%,13%,-4%,1%,11%,1%,i
CCN1CCN(C(C)CCc2ccccc2)CC1 (centres undefined),-4%,7%,-2%,-5%,9%,5%,3%,-25%
Cc1ccc(-c2cc(C(=O)N/N=C/c3c(C)nn(-c4ccccc4)c3C)n[nH]2)s1,?,20%,0%,-10%,0%[57.1 µM],?,6%,-14%
CCCCN(CC)CCCNC(=O)c1ccc2c(c1)N(CC)C(=O)c1ccccc1S2(=O)=O,14%,0%,-21%,-1%,2%,4%,-9%,-5%
CNC(=S)NNc1nc(C)cc(C)n1,13%,1%,-21%,0%,14%,-9%,-11%,-12%
CN(C)CCCNS(=O)(=O)c1cc(Cl)c(Cl)cc1Cl,-2%,5%,2%,-2%,6%,-8%,5%,i
NC(=O)[C@H]1CC2(CC(c3cccc(NC(=O)COc4ccc(Cl)cc4)c3)=NO2)CN1C(=O)c1ccc(Cl)cc1 (some centres undefined),?,22%,-17%,1%,-1%,-23%,-2%,-64%[inhibitor]
COc1ccc(-c2nn(-c3ccccc3)cc2/C=C\C(=O)Nc2ccc(C(=O)O)cc2)cc1,20%,15%,0%,-6%,-7%,?,12%,-27%
Cc1ccc(Nc2nc(N)nc(CN3CCN(c4ccccc4)CC3)n2)cc1Cl,41%,14%,8%,-10%,8%[57.1 µM],-5%,16%,-83%[inhibitor][57.5 µM]
CCOc1ccccc1OCC(=O)NN1Cc2ccccc2C1=N,11%,-3%,-9%,-6%,-1%,-11%,8%,-17%
CC(=O)Nc1cccc(OCCCNC(=O)c2cccc3ccccc23)c1,21%,4%,-8%,8%,10%,17%,3%,i
CCOC(=O)Cc1csc(NC(=O)Cc2ccc(Cl)cc2)n1,24%,-1%,29%,1%,-6%,-21%,7%,-9%
CCCCN(CC)CCCNC(=O)Cn1nc(Cc2ccncc2)c2ccccc2c1=O,26%,0%,-21%,0%,-3%,3%,7%,-27%
CC(C)OC(=O)C(CC(=O)O)N1CCOCC1 (centres undefined),-8%,11%,11%,2%,2%,-13%,4%,i
CCOC(=O)c1sc(SCC(=O)Nc2ccc(N(C)C)cc2)nc1N,?,3%,1%,-24%,-4%,6%,-1%,-5%[57.5 µM]
Cc1n[nH]c(=O)n1-c1ccc(Oc2ccccc2)cc1,11%,5%,11%,-6%,12%,16%,-5%,i
O=C(Nc1cc(S(=O)(=O)N2CCOCC2)ccc1N1CCCCC1)c1ccc(Cl)cc1,29%,11%,-45%[inhibitor],-21%,-4%,0%,14%,i
C[C@@H]1CN([C@@H](C)CO)C(=O)CCCn2cc(nn2)CO[C@H]1CN(C)S(=O)(=O)c1cccc(F)c1,-19%,-11%,6%,-1%,0%,29%,1%,-7%
CSc1ccc(C#N)cc1NC(=O)c1cccc(Cl)c1,-17%,11%,?,-10%,5%,0%,-1%,i
COc1ccc(NC(=O)C2CCN(S(=O)(=O)c3cccnc3)CC2)cc1Cl,-21%,-7%,0%,-1%,0%,4%,-2%,i
Cn1nc(-c2ccc3c(c2)OCCO3)c2ccccc2c1=O,1%,10%,8%,2%,3%,-2%,5%,-24%
COc1ccc(S(=O)(=O)N2CCOCC2)cc1NC(=O)CSc1ccccc1,·,3%,12%,9%,4%,-16%,1%,i
CCCCn1c(SCC(=O)NCC2CCCO2)nc2ccc(N3CCOCC3)cc2c1=O (centres undefined),32%,-6%,-6%,-2%,5%,1%,4%,i
CC(=O)c1cccc(NC(=O)c2ccccc2OCc2ccc(F)cc2)c1,13%,6%,-9%,-1%,-1%,20%,-1%,-1%
CC(=O)Nc1ccc(C(=O)N/C(=C/c2ccccc2)C(=O)NCc2ccco2)cc1,15%,8%,3%,-1%,-2%,6%,-1%,i
O=C(CSc1nnc(-c2ccc(F)cc2)c2ccccc12)Nc1ccccc1Cl,18%,3%,3%,2%,-2%,-5%,8%,i
C/C(=N\NC(=O)c1cccs1)c1ccncc1,-20%,14%,4%,0%,0%,2%,6%,i
O=C(c1csc2ccccc12)N1CCN(c2ccccn2)CC1,12%,9%,-11%,0%,-1%,-25%,8%,i
O=C(O)CN1C(=O)/C(=C\c2ccc(OC(=O)c3ccco3)cc2)SC1=S,-4%,-1%,-8%,0%,1%,5%,-8%,i
Cc1cccc(-c2ccc3c(c2)C2CC3CCN2Cc2ccc3c(c2)OCO3)c1 (centres undefined),10%,13%,8%,-3%,-2%,-10%,19%,i
Cc1ccc(C(=O)NC(c2ccccc2)C(Cl)Cl)cc1 (centres undefined),?,7%,13%,-2%,10%,0%,-2%,-29%
CCC(=O)NN1CCN(c2ccncc2S(=O)(=O)N2CCCCC2)CC1,2%,3%,23%,0%,1%,-8%,16%,i
COc1ccc(N(CC(=O)N/N=C/c2ccc(OC3CSC3)cc2)S(=O)(=O)c2ccccc2)cc1,19%,1%,-8%,-1%,-6%,0%,13%,i
COc1ccc2[nH]cc(CCN3C(=O)c4ccc(C(=O)O)cc4C3=O)c2c1,10%,6%,0%,9%,-8%,-11%,-1%,-11%
C(=N/Nc1nccs1)/c1cccnc1,-16%,3%,-15%,-1%,6%,1%,3%,i
CCN(C(=O)c1ccc2c(OC)n(CC)nc2c1)c1ccc(OC)cc1,-18%,-4%,10%,6%,8%,9%,-4%,i
O=C(Nc1cccc(S(=O)(=O)N2CCOCC2)c1)c1cc2c(s1)CCC2,15%,24%,-8%,-2%,-5%,4%,12%,-32%[inhibitor]
N#C/C(C(=O)NCc1ccccc1)=C1\SC(CCO)C(=O)N1c1ccccc1 (centres undefined),25%,-6%,2%,2%,2%,-12%,0%,i
COc1ccc(CNc2oc(COc3ccccc3)nc2C#N)cc1,?,5%,?,1%,0%,-5%,4%,-94%[inhibitor]
CC(=O)N1CCN(CC(C)(C)NS(=O)(=O)c2ccc(C)cc2)CC1,1%,-2%,1%,-4%,1%,-11%,-1%,?
COc1ccc2cc3cc(C(=O)NCCN4CCN(Cc5ccccc5)CC4)oc3nc2c1,2%,-1%,9%,-1%,-2%,4%,-3%,-20%[57.5 µM]
CCOC(=O)CSc1ncc(-c2cccc(Cl)c2)cn1,37%,13%,-13%,-1%,-5%,3%,10%,-27%
CCCN(CC(=O)Nc1ccccc1OC)C(=O)C1=COCCO1,-34%,6%,0%,-8%,18%,-5%,-9%,13%
COc1ccc(Cl)cc1NC(=O)C1Cc2ccccc2CN1S(C)(=O)=O (centres undefined),?,16%,-8%,-7%,-23%,?,15%,21%
Cc1cc(C)nc(NC(=O)c2cccs2)n1,-12%,1%,12%,0%,-5%,-15%,8%,i
C/C(=N\NC(=O)c1cccnc1)c1ccc(C)c([N+](=O)[O-])c1,-3%,-1%,1%,1%,0%,4%,6%,-11%
Cc1cc(C)c(NC(=O)CN2CCN(c3ccccn3)CC2)c(C)c1,1%,2%,-10%,3%,0%,-8%,-2%,-13%
CCn1cc(/C=C(\NC(=O)c2ccc(C)cc2)C(=O)NCCCN2CCOCC2)c2ccccc21,15%,-2%,-10%,-4%,5%,21%,-7%,-23%
Cc1c(C(c2ccccc2Br)c2c(C)n(C)n(-c3ccccc3)c2=O)c(=O)n(-c2ccccc2)n1C,12%,5%,13%,-3%,1%,-8%,8%,i
CCCCOCCCNC(=O)CC(C)c1ccccc1 (centres undefined),·,0%,8%,1%,-1%,-4%,-2%,-23%
CCOc1cc(-n2ncc(C#N)c2N)nc(SC)n1,-13%,3%,15%,·,2%,7%,-2%,i
O=[N+]([O-])c1ccc(O)c(/C=N/NC(=S)Nc2ccc(Cl)cc2Cl)c1,15%,-4%,?,2%,-29%,?,3%,-20%

# Of the compounds above, three contain a furan ring, fused or not.
SMILES,FUS yeast rescue,EPAC2 agonist,TDP43 rescue,aSyn rescue,EPAC2 antagonist,EPAC1 antagonist,EPAC1 agonist,PTHR1 agonist
CC(=O)Nc1ccc(C(=O)N/C(=C/c2ccccc2)C(=O)NCc2ccco2)cc1,15%,8%,3%,-1%,-2%,6%,-1%,i
O=C(O)CN1C(=O)/C(=C\c2ccc(OC(=O)c3ccco3)cc2)SC1=S,-4%,-1%,-8%,0%,1%,5%,-8%,i
COc1ccc2cc3cc(C(=O)NCCN4CCN(Cc5ccccc5)CC4)oc3nc2c1,2%,-1%,9%,-1%,-2%,4%,-3%,-20%[57.5 µM]

# Screening data: PubChem BioAssay, National Center for Advancing Translational Sciences (NCATS)
